Tcruzi prolif: T. cruzi intracellular proliferation inhibitors, primary screen, cell-based, beta-gal Tulahuen parasites, NIH3T3 host, luminescence. T. cruzi beta-gal in NIH3T3, GalScreen luminescence, 90 h. inhibition, % at 8.34 µM. 5.9% of 77,000 active;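 active = mean inhibition above about 93%, with at least 55% of replicates each passing it, limit read from the data, passing the limit was not always enough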
Pf Dd2 inh: P. falciparum Dd2 growth inhibitors, primary screen, SYBR Green fluorescence, single dose replicates; 72 h; stronger effect = lower value; activity change, % at 10 µM; 2.3% of 94,000 active; in the data active = activity change below about -80%
KDM4C inh: inhibitors of GASC-1 (KDM4C) histone demethylase, primary screen, biochemical, single concentration HTS. Lysine-specific demethylase 4C (Homo sapiens), Q9H3R0. GST-KDM4C 2-372, H3K9me3 peptide, LANCE TR-FRET. inhibition, % at 12.5 µM. 0.15% of 96,000 active;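 active = mean replicate inhibition above about 25%, with at least 55% of replicates also reaching it, limit read from the data, passing the limit was not always enough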
Target sequence (Q9H3R0 2-372 limits assumed): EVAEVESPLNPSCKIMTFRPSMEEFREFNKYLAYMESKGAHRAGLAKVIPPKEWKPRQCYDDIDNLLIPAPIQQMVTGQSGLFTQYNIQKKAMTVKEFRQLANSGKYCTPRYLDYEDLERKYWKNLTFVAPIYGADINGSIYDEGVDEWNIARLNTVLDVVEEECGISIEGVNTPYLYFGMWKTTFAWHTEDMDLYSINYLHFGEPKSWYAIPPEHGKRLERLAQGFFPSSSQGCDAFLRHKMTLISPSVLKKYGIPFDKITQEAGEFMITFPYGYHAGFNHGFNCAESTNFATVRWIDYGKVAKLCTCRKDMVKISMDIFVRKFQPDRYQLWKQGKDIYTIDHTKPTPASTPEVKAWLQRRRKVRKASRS
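Material: GST-tagged GASC-1 (JMJD2C) catalytic fragment, aa 2-372 / Quantity: enzyme final amount 10 nM / Medium: HEPES buffer, pH 7.5, plus ascorbate / Doses: one test concentration per compound / Incubation: 30 min reaction, 60 min detection, RT / Measured by: LANCE TR-FRET / Read-out: inhibition from TR-FRET ratio decrease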
C diff growth: C. difficile growth inhibitors, primary screen, HTS; AID 1259249, 2017; growth activity, negative = inhibition, % at 16 µg/mL (by protocol); Clostridium difficile clinical isolate growth, OD600, 24 h; stronger effect = lower value; 0.25% of 86,000 active;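 active = mean growth activity at or below -80% and every replicate also at or below -80%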;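 note: 0% = DMSO wells and -100% = levofloxacin 16 µg/mL wells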
* marks the source's active call; other numbers are inactive results; / = not tested or not shown; + = active, no number.

SMILES | Tcruzi prolif | Pf Dd2 inh | KDM4C inh | C diff growth
C[C@H]1CN([C@@H](C)CO)C(=O)Cc2cc(NC(=O)c3ccncc3)ccc2O[C@@H]1CN(C)S(=O)(=O)c1cn(C)cn1 | 11.4 | 8.6 | -0.9 | 1.7
COc1ccc2c3c([nH]c2c1)[C@H](CO)N(S(C)(=O)=O)CC31CCN(CC2CCCC2)CC1 | / | -61.0 | -1.1 | -2.7
C[C@@H]1CN([C@@H](C)CO)C(=O)Cc2cc(NC(=O)NC3CCCCC3)ccc2O[C@H]1CN(C)S(=O)(=O)c1ccccc1 | -3.5 | -54.4 | -0.8 | -4.8
C[C@@H]1CCCCO[C@H](CN(C)Cc2ccccc2)[C@H](C)CN([C@@H](C)CO)C(=O)c2cc(NS(=O)(=O)c3cccs3)ccc2O1 | / | -45.4 | 0.9 | /
CCCNC(=O)N1[C@H](CO)[C@H](c2ccc(/C=C/c3ccccc3)cc2)[C@@H]1C#N | 92.8 | 19.8 | 0.8 | 9.7
COc1ccccc1S(=O)(=O)N(C)C[C@H]1OCc2ccccc2-c2c(n(C)c3ccccc23)C(=O)N([C@H](C)CO)C[C@@H]1C | 77.2 | -84.8* | -2.0 | 7.5
CN(C)CC(=O)Nc1ccc2c(c1)[C@@H]1C[C@H](CC(=O)N(C)C)O[C@H](CO)[C@@H]1O2 | -9.4 | 27.6 | -0.1 | -2.3
COc1ccccc1NC(=O)N[C@@H]1CC[C@H](CCn2cc(-c3ccccc3OC)nn2)O[C@H]1CO | 59.2 | -34.7 | -0.1 | -7.4
CNC[C@H]1Oc2ccc(NS(=O)(=O)c3ccc(F)cc3)cc2C(=O)N([C@H](C)CO)C[C@H]1C | 27.2 | 24.2 | 0.0 | -4.5
CCC(=O)NC[C@H]1[C@@H](c2ccccc2)[C@@H](CO)N1C(=O)C1CC1 | -43.3 | -26.1 | 0.8 | 7.1
C[C@H](CO)N1C[C@H](C)[C@@H](CN(C)C(=O)Cc2cccnc2)Oc2ncc(C#CCN(C)C)cc2C1=O | 28.8 | 57.4 | -0.5 | 0.3
C[C@@H]1CN([C@H](C)CO)C(=O)Cc2cc(NC(=O)Nc3ccccc3)ccc2O[C@@H]1CN(C)C(=O)Nc1ccc(C(F)(F)F)cc1 | -14.3 | 10.3 | -1.7 | -0.5
CCC(=O)N1CCCCN2[C@@H](CO)[C@@H](c3ccc(C#CCOC)cc3)[C@@H]2C1 | 30.6 | 6.2 | 0.0 | -1.9
O=S(=O)(N[C@H]1CC[C@H](CCn2cc(-c3ccccn3)nn2)O[C@H]1CO)c1cccc(Cl)c1 | -36.1 | -0.4 | 7.5 | /
O=C1N[C@H](c2ccccc2)COCc2cn(nn2)CC[C@@H]1Cc1ccccc1 | / | / | 1.2 | 2.6
COc1cccc(-c2cnc3c(c2)C(=O)N([C@H](C)CO)C[C@@H](C)[C@H](CN(C)Cc2ccc(C(=O)O)cc2)O3)c1 | / | 28.1 | 5.1 | 2.0
CCC(=O)Nc1ccc2c(c1)OC[C@H](C)N(Cc1ccccc1)C[C@H](C)[C@H](OC)CN(C)C2=O | -61.9 | -24.2 | 1.8 | 3.2
O=C(Nc1ccccc1Cl)N1C[C@H]2[C@@H](c3ccccc31)[C@H](CO)N2C(=O)c1cccnc1 | 1.3 | 21.4 | -0.4 | -4.5
Cc1ccc(S(=O)(=O)N2CC[C@@H]3[C@H](CO)Nc4ccc(-c5cccc(C(=O)N(C)C)c5)cc4[C@@H]32)cc1 | 10.9 | -31.9 | 0.1 | 9.9
CO[C@H]1CC[C@H]2CCOc3c(C#N)cccc3C(=O)N(C)C[C@@H](OC)[C@@H](C)C(=O)N(C)C[C@H]1O2 | 42.3 | / | -1.1 | -3.6
C[C@@H]1CN([C@H](C)CO)C(=O)c2cc(NC(=O)Cc3ccccc3)ccc2O[C@@H](C)CCCCO[C@@H]1CN(C)S(=O)(=O)c1cccs1 | -97.8 | -81.1* | -0.3 | 4.4
O=C(C[C@@H]1C[C@@H]2c3cc(NS(=O)(=O)c4ccc(F)cc4)ccc3O[C@@H]2[C@H](CO)O1)N1CCOCC1 | 4.8 | 5.7 | 1.6 | -8.3
COc1ccc2c3c([nH]c2c1)[C@@H](CO)N(C(=O)Nc1cccc(F)c1)CC31CN(CC2CCOCC2)C1 | / | -93.0* | -1.9 | 7.7
Cc1ccc(-c2ccc([C@@H]3[C@@H](CO)N4CCCCN(S(=O)(=O)c5cccc(C)c5)C[C@@H]34)cc2)cc1 | 86.8 | -36.2 | / | -2.7

Entries listed so far that contain a Cl atom:
SMILES | Tcruzi prolif | Pf Dd2 inh | KDM4C inh | C diff growth
O=S(=O)(N[C@H]1CC[C@H](CCn2cc(-c3ccccn3)nn2)O[C@H]1CO)c1cccc(Cl)c1 | -36.1 | -0.4 | 7.5 | /
O=C(Nc1ccccc1Cl)N1C[C@H]2[C@@H](c3ccccc31)[C@H](CO)N2C(=O)c1cccnc1 | 1.3 | 21.4 | -0.4 | -4.5

Additional structures follow.
SMILES | Tcruzi prolif | Pf Dd2 inh | KDM4C inh | C diff growth
C[C@@H]1CCCCO[C@@H](CN(C)C(=O)c2ccncc2)[C@@H](C)CN([C@H](C)CO)C(=O)c2cc(NS(=O)(=O)c3ccccc3)ccc2O1 | -126.1 | 12.8 | -0.8 | /
CCNC(=O)Nc1ccc2c(c1)C(=O)N(C)[C@H]1CC[C@@H](CC(=O)NCCOC)O[C@H]1CO2 | 14.5 | 8.9 | 0.4 | -3.7
COCC(=O)N(C)C[C@@H]1Oc2ncc(C#Cc3cccnc3)cc2C(=O)N([C@H](C)CO)C[C@H]1C | 59.0 | -79.2 | 16.0 | 1.8
COc1ccc(S(=O)(=O)Nc2ccc3c(c2)C(=O)N([C@H](C)CO)C[C@H](C)[C@H](CN(C)Cc2ccc(Oc4ccccc4)cc2)O3)cc1 | 54.2 | -1.6 | -0.8 | 32.2
COc1ccc(NC(=O)Nc2ccc3c(c2)[C@@H]2C[C@H](CC(=O)N4CCN(C)CC4)O[C@H](CO)[C@@H]2O3)cc1 | 3.7 | 20.6 | 0.7 | -3.0
COc1ccc(S(=O)(=O)Nc2ccc3c(c2)C(=O)N([C@H](C)CO)C[C@@H](C)[C@H](CN(C)C(=O)Cc2ccccc2)OCCCC[C@@H](C)O3)cc1 | 96.5 | -56.0 | 8.6 | 2.0
CN(C)C(=O)[C@@H]1[C@@H](CO)[C@@H]2Cn3c(ccc(C4=CCCCC4)c3=O)[C@@H]2N1Cc1ccccn1 | + | / | 1.0 | -2.6
Cc1noc(C)c1S(=O)(=O)N(C)C[C@H]1Oc2ccc(NC(=O)CCC(F)(F)F)cc2CC(=O)N([C@@H](C)CO)C[C@H]1C | 12.2 | 3.0 | -0.1 | 1.9
C[C@@H]1CN([C@@H](C)CO)C(=O)c2cccc(NC(=O)Nc3ccc4c(c3)OCO4)c2O[C@H]1CN(C)CC1CC1 | 10.5 | -16.8 | 3.3 | -0.5
C[C@H](CO)N1C[C@H](C)[C@@H](CN(C)C(=O)Nc2ccccc2)Oc2ccc(NC(=O)Nc3ccc(F)cc3)cc2CC1=O | / | -32.1 | -1.7 | -0.2
C[C@H](CO)N1C[C@H](C)[C@@H](CN(C)CC2CC2)Oc2c(NS(=O)(=O)c3cn(C)cn3)cccc2C1=O | 21.3 | 20.2 | / | -0.3
COc1ccc(NC(=O)N[C@@H]2CC[C@@H](CCNC(=O)Cc3ccncc3)O[C@H]2CO)cc1 | / | 0.0 | -0.1 | -13.0
COCC#Cc1cnc2c(c1)C(=O)N([C@@H](C)CO)C[C@H](C)[C@H](CN(C)C(=O)c1cccc(F)c1)O2 | 26.0 | 24.7 | -0.7 | -4.6
COc1ccc(-c2cn(CC[C@@H]3CC[C@H](NC(=O)Cc4ccccn4)[C@@H](CO)O3)nn2)cc1 | -16.9 | -4.4 | -0.5 | 3.6
C[C@@H]1CN([C@@H](C)CO)S(=O)(=O)c2ccc(C#C[C@@H](C)O)cc2O[C@@H]1CN(C)C | -30.5 | 31.6 | 0.5 | -0.2
CCCNC(=O)C[C@@H]1CC[C@H]2[C@@H](COc3ccc(NC(=O)c4cccc(C(F)(F)F)c4)cc3C(=O)N2C)O1 | -35.1 | -11.8 | 0.3 | -4.1
CNC[C@H]1Oc2c(NS(C)(=O)=O)cccc2C(=O)N([C@H](C)CO)C[C@H]1C | -25.9 | -39.8 | -0.6 | 0.7
C[C@H](CO)N1C[C@H](C)[C@@H](CN(C)C(=O)c2ccncc2)OCCCC[C@H](C)Oc2ccc(N(C)C)cc2C1=O | 32.2 | 0.6 | / | -3.7
CCCc1cn(CC[C@H]2CC[C@@H](NS(=O)(=O)c3ccccc3Cl)[C@@H](CO)O2)nn1 | 3.5 | -37.4 | 0.0 | 2.2
C[C@H]1CN([C@@H](C)CO)C(=O)Cc2cc(N(C)C)ccc2O[C@H]1CN(C)Cc1ccc(-c2ccccc2)cc1 | / | -4.9 | -1.7 | 13.5
Cc1noc(C)c1NC(=O)N(C)C[C@@H]1Oc2ccc(NC(=O)NC3CCCCC3)cc2C(=O)N([C@H](C)CO)C[C@H]1C | 83.0 | 19.4 | 0.1 | 2.2
CC(C)(C)[S@@](=O)N1Cc2cc(C(=O)NCc3ccccc3F)nc(-c3cccc(-c4cccnc4)c3)c2[C@H]1CCO | 72.2 | -71.8 | -1.4 | /
N#C[C@@H]1[C@H](c2ccc(-c3cncnc3)cc2)[C@H](CO)N1C(=O)CN1CCOCC1 | 15.8 | 40.1 | 5.3 | -3.2
C[C@H]1CN([C@@H](C)CO)S(=O)(=O)c2ccc(C#Cc3cccnc3)cc2O[C@H]1CN(C)CC1CCOCC1 | 55.3 | -22.0 | 5.7 | 1.7
COc1ccccc1NC(=O)N[C@H]1C=C[C@@H](CC(=O)N2CCC(Cc3ccccc3)CC2)O[C@H]1CO | -82.9 | -9.4 | 0.5 | /
C[C@@H]1CN([C@H](C)CO)C(=O)c2cc(-c3ccc(C(=O)N(C)C)cc3)cnc2O[C@H]1CN(C)C(=O)c1cccnc1 | -51.7 | 12.9 | 1.1 | 0.0
O=C(C[C@@H]1CC[C@H]2[C@@H](COC[C@@H](O)CN2C(=O)Nc2ccc(Cl)cc2)O1)N1CCCCC1 | 17.2 | 5.6 | 1.5 | -0.7
O=C(Cc1ccccn1)N1CC(=O)N2[C@@H](CO)[C@H](c3ccc(C#CC4CCCCC4)cc3)[C@@H]2C1 | / | 7.5 | -1.1 | -7.4
COc1ccc(S(=O)(=O)N(C)C[C@@H]2Oc3ccc(NS(=O)(=O)c4c(C)noc4C)cc3CC(=O)N([C@H](C)CO)C[C@@H]2C)cc1 | 13.7 | -43.2 | 1.7 | 12.3
CN1CCN(C(=O)C[C@@H]2C=C[C@@H](NC(=O)c3ccc4c(c3)OCO4)[C@@H](CO)O2)CC1 | 15.1 | 5.2 | 0.8 | 4.4
C[C@H](CO)N1C[C@H](C)[C@@H](CN(C)CC2CCOCC2)Oc2cc(C#Cc3cccnc3)ccc2S1(=O)=O | 63.8 | -23.3 | -0.5 | -3.9
COCC(=O)Nc1ccc2c(c1)OC[C@H](C)N(CCC(F)(F)F)C[C@@H](C)[C@@H](OC)CN(C)C2=O | -6.7 | 44.9 | 1.3 | 0.2
C[C@H](NC(=O)C[C@@H]1C[C@H]2c3cc(N(C)C)ccc3O[C@H]2[C@H](CO)O1)c1ccccc1 | 93.4 | -50.7 | 8.8 | -4.6
C/C=C/c1ccc([C@@H]2[C@@H](C#N)N(c3nc(-c4ccccc4)cs3)[C@H]2CO)cc1 | 55.9 | 31.2 | -0.2 | 7.9
CO[C@H](CN(C)C(=O)c1ccc2c(c1)OCO2)[C@H](C)CN([C@@H](C)CO)S(=O)(=O)c1ccccc1 | -17.5 | -28.1 | 1.0 | /
O=C(Nc1ccc(F)cc1)N[C@H]1CC[C@H](CCNS(=O)(=O)c2cccc(Cl)c2)O[C@H]1CO | -12.8 | 25.0 | -0.7 | -7.9
COc1ccc(NC(=O)Nc2cccc3c2O[C@H](CN(C)S(=O)(=O)c2ccc(F)cc2)[C@H](C)CN([C@H](C)CO)C3=O)cc1 | 44.3 | 3.2 | -2.3 | -5.3
O=C(C[C@@H]1CC[C@@H]2[C@H](COC[C@H](O)CN2C(=O)c2cnccn2)O1)NCc1ccccc1 | 35.1 | 13.5 | 0.3 | /
CN1C(=O)c2cc(NC(=O)c3cccc(Cl)c3)ccc2OC[C@@H]2O[C@H](CC(=O)NC3CCCCC3)CC[C@@H]21 | 99.6* | -45.1 | 4.2 | -5.1

Sorted by the number under KDM4C inh (descending): 3 of the compounds above
smiles | KDM4C inh
CN1C(=O)c2cc(NC(=O)c3cccc(Cl)c3)ccc2OC[C@@H]2O[C@H](CC(=O)NC3CCCCC3)CC[C@@H]21 | 4.2
COc1ccc(S(=O)(=O)N(C)C[C@@H]2Oc3ccc(NS(=O)(=O)c4c(C)noc4C)cc3CC(=O)N([C@H](C)CO)C[C@@H]2C)cc1 | 1.7
COCC(=O)Nc1ccc2c(c1)OC[C@H](C)N(CCC(F)(F)F)C[C@@H](C)[C@@H](OC)CN(C)C2=O | 1.3

Screens from PubChem BioAssay.
